# NCF1 inh: p47phox (human) inhibition; P14598; p47phox/p22phox peptide binding, fluorescence polarization, 2 h; inhibition, % at 24.7 µM; actives 0.53% (n = 220,000); AID 1274;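 active = inhibition above about 30%, limit read from the data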;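 also: 0% = p47phox with labelled peptide and 100% = labelled peptide alone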
# EBV gp42 block: EBV gp42 inhibition | inhibition, % (tested at 21.74 µM) | AID 1085 | Q1HVG2 | actives 0.42% (n = 220,000) | Fluorescence polarization binding assay, mP read-out; in the data active = inhibition above about 50%
# Runt-CBFb FRET: blocks binding of human RUNX1 Runt domain to CBFb. Cerulean-Runt/Venus-CBFb FRET ratio 530/480, 1 h. Q01196+Q13951. actives 0.46% (n = 220,000). inhibition, % at 20 µM;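 active = inhibition over about 50% at 20 µM in the single-dose screen, limit read from the data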;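 also: 0% = DMSO wells and 100% = excess unlabeled CBFb competitor control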
# Target sequence (Q01196 whole entry, looked up, the tested form may be a part): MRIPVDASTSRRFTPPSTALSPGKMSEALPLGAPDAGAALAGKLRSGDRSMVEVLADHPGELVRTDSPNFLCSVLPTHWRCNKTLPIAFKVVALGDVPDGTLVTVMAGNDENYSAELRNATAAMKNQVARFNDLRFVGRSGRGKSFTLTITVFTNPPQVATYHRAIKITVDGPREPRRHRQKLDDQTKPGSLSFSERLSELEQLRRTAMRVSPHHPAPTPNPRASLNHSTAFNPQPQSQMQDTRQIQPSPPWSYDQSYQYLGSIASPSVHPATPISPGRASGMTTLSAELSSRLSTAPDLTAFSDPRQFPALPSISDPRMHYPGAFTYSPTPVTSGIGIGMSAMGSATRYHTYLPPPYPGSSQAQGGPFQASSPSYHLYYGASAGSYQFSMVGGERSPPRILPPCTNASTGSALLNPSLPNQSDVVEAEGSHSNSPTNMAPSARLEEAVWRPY
# Target sequence (Q13951 whole entry, looked up, the tested form may be a part): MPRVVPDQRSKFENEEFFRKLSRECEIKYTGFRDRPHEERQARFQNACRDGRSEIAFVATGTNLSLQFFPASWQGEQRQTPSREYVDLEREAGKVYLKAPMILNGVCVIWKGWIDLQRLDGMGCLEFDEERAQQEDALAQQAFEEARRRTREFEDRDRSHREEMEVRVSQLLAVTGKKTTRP
#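 Measured by: fluorescence energy transfer, 422 nm excitation, 530/480 nm emission; test system: Cerulean-tagged RUNX1 Runt domain (FRET donor) fusion protein; buffer or medium: Tris pH 7.5 buffer with BSA; compound: one dose, 20 µM compound, 1% DMSO; times: two 1 h room-temperature incubations shielded from light; benchmarks: unlabeled CBFb 5 µM, positive control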
# m-calpain inh: calpain II (pig) inhibition. purified calpain II, fluorogenic peptide substrate, 30 min. inhibition, % at 16 µM. actives 0.37% (n = 220,000). AID 1236;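 active = inhibition above about 50%, limit read from the data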
# Runt-SMMHC FRET: inhibitors of human RUNX1 Runt domain binding to CBFb-SMMHC | Cerulean-Runt/Venus-CBFb-SMMHC FRET ratio 530/480, 1 h | AID 1434 | inhibition, % at 20 µM | actives 0.74% (n = 220,000) | Q01196+Q13951;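 active = mean inhibition across duplicate retests at 20 µM reaching about 50%, limit read from the data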;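 also: 0% = DMSO wells and 100% = wells with excess untagged CBFb-SMMHC; inhibitors lower the FRET ratio by blocking Runt binding to CBFb-SMMHC; some results filed as inactive read as strong as hits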
# * hit, by the source's call; . = not tested or not shown. The list is partial; the hit share may differ from the screen's.
SMILES,NCF1 inh,EBV gp42 block,Runt-CBFb FRET,m-calpain inh,Runt-SMMHC FRET
Cc1nn(CC(=O)Nc2cccnc2N2CCOCC2)c(=O)c2ccccc12,.,.,0,.,-3
N#C/C(C(=O)N1CCOCC1)=c1\s/c(=C/c2ccncc2)c(=O)n1-c1ccccc1,.,.,0,.,2
CCn1c(SCC(=O)Nc2cc(C)on2)nc2sc(C)c(C)c2c1=O,.,.,-1,.,-10
COc1cc(C2c3c(oc4ccc(Cl)cc4c3=O)C(=O)N2Cc2ccco2)cc(OC)c1OC (stereo not given),.,.,0,.,-4
Cc1cc(N2CCCC2)n2nc(C)c(-c3ccccc3)c2n1,.,.,-1,.,-8
O=[n+]1cc(-c2cc3ccccc3o2)n([O-])c2c1CCCC2,.,.,4,.,11
CCc1ccc2nc(NC3=NCN(CCN4CCOCC4)CN3)nc(C)c2c1,.,.,-2,.,4
CCOC(=O)c1cnn(-c2ncnc3c2oc2ccccc23)c1N,.,.,-1,.,3
COCCn1c(-c2cc(OC)c(OC)c(OC)c2)nc2oc3ccccc3c(=O)c2c1=O,.,.,0,.,-7
Fc1ccccc1N1CCN(C2CCN(Cc3c[nH]c4ccccc34)CC2)CC1,.,.,2,.,2

# The final three entries of the part above are carried over, then new ones follow.
SMILES,NCF1 inh,EBV gp42 block,Runt-CBFb FRET,m-calpain inh,Runt-SMMHC FRET
CCOC(=O)c1cnn(-c2ncnc3c2oc2ccccc23)c1N,.,.,-1,.,3
COCCn1c(-c2cc(OC)c(OC)c(OC)c2)nc2oc3ccccc3c(=O)c2c1=O,.,.,0,.,-7
Fc1ccccc1N1CCN(C2CCN(Cc3c[nH]c4ccccc34)CC2)CC1,.,.,2,.,2
Cc1ccc(N2CCCn3c2nc2c3c(=O)n(CCN3CCOCC3)c(=O)n2C)cc1,.,.,-2,.,-1
Cn1c(=O)c2c(nc(CN3CCC(C(N)=O)CC3)n2Cc2ccccc2Cl)n(C)c1=O,.,.,-4,.,0
Cc1cc(C)c2[nH]c(=O)c(C(c3nnnn3Cc3ccc4c(c3)OCO4)N3CCCCC3)cc2c1 (stereo not given),.,.,6,.,-3
CCc1ccccc1N(C(=O)CCC(=O)Nc1cc(C)on1)C(C(=O)NC1CCCC1)c1ccco1 (stereo not given),.,.,-3,.,-9
Cc1nc2ccccc2c(=O)n1NC(=O)c1c(O)c2ccccc2n(C)c1=O,.,.,1,.,2
COC(=O)C1=C(N)Oc2cc(C)n(CCCn3ccnc3)c(=O)c2C1c1cccc(Cl)c1 (stereo not given),.,.,-1,.,-1
O=c1oc2c(CN3CCCCC3)c(O)ccc2cc1-c1nc2ccccc2[nH]1,.,.,18,.,57*
CCOC(=O)N1CCC(NC(=O)c2cnn3c(C(F)(F)F)cc(-c4cccc(OC)c4)nc23)CC1,.,.,-1,.,-3
O=C(CSc1ncnc2c1oc1ccccc12)N1CCc2ccccc2C1,.,.,-1,.,0
CCC1CCCCN1Cc1nc2c(c(=O)n(C)c(=O)n2C)n1CCCc1ccccc1 (stereo not given),.,.,-9,.,-6

# 6 entries from above, reformatted:
NCF1 inh,EBV gp42 block,Runt-CBFb FRET,m-calpain inh,Runt-SMMHC FRET,structure
.,.,0,.,2,N#C/C(C(=O)N1CCOCC1)=c1\s/c(=C/c2ccncc2)c(=O)n1-c1ccccc1
.,.,0,.,-3,Cc1nn(CC(=O)Nc2cccnc2N2CCOCC2)c(=O)c2ccccc12
.,.,-2,.,-1,Cc1ccc(N2CCCn3c2nc2c3c(=O)n(CCN3CCOCC3)c(=O)n2C)cc1
.,.,0,.,-4,COc1cc(C2c3c(oc4ccc(Cl)cc4c3=O)C(=O)N2Cc2ccco2)cc(OC)c1OC (stereo not given)
.,.,18,.,57*,O=c1oc2c(CN3CCCCC3)c(O)ccc2cc1-c1nc2ccccc2[nH]1
.,.,-9,.,-6,CCC1CCCCN1Cc1nc2c(c(=O)n(C)c(=O)n2C)n1CCCc1ccccc1 (stereo not given)

# Later entries:
SMILES,NCF1 inh,EBV gp42 block,Runt-CBFb FRET,m-calpain inh,Runt-SMMHC FRET
Nc1ccc2ncccc2c1N,.,.,13,.,-6
CCOc1cccc(-c2nnc3sc(-c4ccc(C)cc4)nn23)c1,.,.,-1,.,-3
O=C1c2ccccc2C(=O)N1Cc1nc2ccccc2c(=O)n1Cc1ccco1,.,.,8,.,3
NC(=O)CN1CCOCCN(CC(N)=O)CCOCC1,.,.,-1,.,3
CCn1c(SCC(=O)c2c(N)n(C)c(=O)n(C)c2=O)nc2sc(C)c(C)c2c1=O,.,.,-3,.,-5
c1ccc(OCc2nn3c(-c4n[nH]c5c4CCC5)nnc3s2)cc1,.,.,0,.,0
CCCCSc1nc2c(c(=O)[nH]c(=O)n2C)n1CCc1ccccc1,.,.,-4,.,-4
C=C(C)Cn1c(C2CC(=O)N(Cc3ccccc3)C2)nc2ccccc21 (stereo not given),.,.,0,.,-2
c1ccc(Cn2ncc3c2ncn2c(-c4ccncc4)nnc32)cc1,.,.,-2,.,-6
COC(=O)c1ccc(S(=O)(=O)N(Cc2cc3cc4c(cc3[nH]c2=O)OCO4)C2CCCCC2)cc1,.,.,-2,.,-3

# Seven consecutive entries out of the list so far, quoted:
SMILES,NCF1 inh,EBV gp42 block,Runt-CBFb FRET,m-calpain inh,Runt-SMMHC FRET
Nc1ccc2ncccc2c1N,.,.,13,.,-6
CCOc1cccc(-c2nnc3sc(-c4ccc(C)cc4)nn23)c1,.,.,-1,.,-3
O=C1c2ccccc2C(=O)N1Cc1nc2ccccc2c(=O)n1Cc1ccco1,.,.,8,.,3
NC(=O)CN1CCOCCN(CC(N)=O)CCOCC1,.,.,-1,.,3
CCn1c(SCC(=O)c2c(N)n(C)c(=O)n(C)c2=O)nc2sc(C)c(C)c2c1=O,.,.,-3,.,-5
c1ccc(OCc2nn3c(-c4n[nH]c5c4CCC5)nnc3s2)cc1,.,.,0,.,0
CCCCSc1nc2c(c(=O)[nH]c(=O)n2C)n1CCc1ccccc1,.,.,-4,.,-4

# Carrying on:
SMILES,NCF1 inh,EBV gp42 block,Runt-CBFb FRET,m-calpain inh,Runt-SMMHC FRET
Cc1nccn1CC(=O)O,.,.,-2,.,3
C=CCn1cnc2c(c1=O)c1nc3ccccc3nc1n2/N=C/c1cccc(OC)c1OC,.,.,-22,.,-98
CCCSc1nnc2n(Cc3ccccc3)c(=O)c3c4c(sc3n12)CCC4,.,.,-1,.,6
Cc1cc(C)c(S(=O)(=O)N2CCN(c3nc4c(c(=O)n(C)c(=O)n4C)n3C)CC2)c(C)c1,.,.,-3,.,4
C=C(C)Cn1c(=O)c2c(nc3n2CCN3c2cccc(Cl)c2C)n(C)c1=O,.,.,-1,.,3
Cc1ccc2oc3c(c(=O)c2c1)C(c1cccc(Cl)c1)N(CCCN1CCOCC1)C3=O (stereo not given),.,.,-1,.,2
c1ccc(CCNc2ccccc2)cc1,.,.,-2,.,-1
CC1(C)CC(=O)C=C(N2CCN(C3=CC(=O)CC(C)(C)C3)CC2)C1,.,.,-1,.,-2
CCCOc1ccc(/C(O)=C2\C(=O)C(=O)N(CCCN(C)C)C23C(=O)N(C)c2ccccc23)cc1 (stereo not given),.,.,1,.,-3
Cc1onc(-c2ccccc2Cl)c1C(=O)Nc1cnn(Cc2ccccc2)c1,.,.,-1,.,-4
COC(=O)c1c(NC(=O)c2nc3ncccn3n2)sc(C(=O)N(C)C)c1C,.,.,0,.,-2
Cc1ccc(S(=O)(=O)N2CCN(C(=O)CCC(=O)N3CCc4ccccc43)CC2)cc1,.,.,-2,.,1
COc1ccc(N2CCN(C(=O)CSc3ncnc4c3cnn4-c3ccc(OC)cc3)CC2)cc1,.,.,-3,.,-2
CCN1CCN(C2CCN(C(C)=O)CC2)CC1,.,.,-2,.,-1
CCOC(=O)c1ccccc1NC(=O)CC1Nc2ccccc2NC1=O (stereo not given),.,.,15,.,40
O=C1N=C(N2CCOCC2)S/C1=C1\C(=O)N(Cc2ccccc2)c2ccc(Br)cc21,.,.,-4,.,-4
COC(=O)c1ccc2c(c1)NC(=O)C1CCCN21 (stereo not given),-19,-25,.,-63,.

# Assay outcomes (PubChem BioAssay)
